# FBW7 act: activators of human E3 ligase FBW7. Q969H0. AlphaScreen FBW7–phospho-cyclin E peptide binding, activator screen. normalized activity (activation), % at 26.1 µM. 650,000 compounds, 0.13% hits. AID 1259310; in the data active = normalized activity above about 1.9%;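 also: purified mutant Fbw7 with reduced substrate affinity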
# MITF primary: inhibitors of human MITF; O75030; AlphaScreen MITF homodimerization, bead proximity signal; inhibition, % at 2.6 µM; 650,000 compounds, 0.91% hits; in the data active = inhibition above about 50%;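 also: 0% = vehicle wells with protein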
# Target sequence (O75030 whole entry, looked up): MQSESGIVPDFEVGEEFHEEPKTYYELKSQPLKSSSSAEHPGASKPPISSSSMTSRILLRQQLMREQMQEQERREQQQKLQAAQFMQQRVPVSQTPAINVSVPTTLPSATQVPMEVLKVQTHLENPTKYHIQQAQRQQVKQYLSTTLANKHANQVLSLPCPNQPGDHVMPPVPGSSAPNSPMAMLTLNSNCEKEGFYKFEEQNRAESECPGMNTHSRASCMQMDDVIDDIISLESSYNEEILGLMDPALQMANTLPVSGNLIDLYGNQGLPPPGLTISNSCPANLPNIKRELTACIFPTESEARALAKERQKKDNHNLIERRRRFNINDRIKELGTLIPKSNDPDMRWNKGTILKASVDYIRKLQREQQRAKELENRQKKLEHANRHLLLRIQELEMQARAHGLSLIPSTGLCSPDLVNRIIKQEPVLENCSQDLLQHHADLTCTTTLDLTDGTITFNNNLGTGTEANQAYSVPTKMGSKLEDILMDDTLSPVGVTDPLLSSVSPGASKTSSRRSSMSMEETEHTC
# GPR151 ag: human GPR151 activation; AID 1508602; PathHunter beta-arrestin GPR151 cells, luminescence; activation, % at 11.2 µM; Q8TDV0; 650,000 compounds, 1% hits; in the data active = activation above about 4.9%;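 also: 0% = median of compound wells and 100% = cells with positive control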
# Target sequence (Q8TDV0 whole entry, looked up): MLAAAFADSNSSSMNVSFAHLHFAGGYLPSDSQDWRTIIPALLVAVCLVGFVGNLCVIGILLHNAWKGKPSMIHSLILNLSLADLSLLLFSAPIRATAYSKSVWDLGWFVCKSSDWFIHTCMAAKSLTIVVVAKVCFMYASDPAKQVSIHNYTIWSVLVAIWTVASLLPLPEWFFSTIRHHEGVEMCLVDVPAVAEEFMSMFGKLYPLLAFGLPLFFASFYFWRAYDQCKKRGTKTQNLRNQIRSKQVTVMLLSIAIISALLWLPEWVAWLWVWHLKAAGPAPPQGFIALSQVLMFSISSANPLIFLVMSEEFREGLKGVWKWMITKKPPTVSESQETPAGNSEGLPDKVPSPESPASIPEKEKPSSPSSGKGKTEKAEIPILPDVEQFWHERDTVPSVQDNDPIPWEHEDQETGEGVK
# TEAD-YAP inh: TEAD-YAP interaction inhibition | HEK-TIYL cells, TEAD-Gal4/YAP UAS-luciferase luminescence | 640,000 compounds, 1.4% hits | inhibition, % at 9.12 µM; in the data active = inhibition above about 32%;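 also: 0% = median of test compound wells and 100% = reference inhibitor wells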
# Starred values were filed as active, the others as inactive; & = joins results of further samples.
# Each structure is followed by: FBW7 act, MITF primary, GPR151 ag, TEAD-YAP inh
> O=C(Cc1cn(-c2ccc(Nc3ccc(-n4ccnc4)cc3)nn2)c2ccccc12)NCc1cccnc1
    -0.2, -7.2, -0.6, 5.2
> CCc1ccccc1NC(=O)c1ccc(OC)c([N+](=O)[O-])c1
    0.6, 19.3, -0.6, 0.8
> O=C(Nc1cccc(-c2nc3ncccc3o2)c1)c1ccc(-c2cccc(Cl)c2)o1
    0.7, 13.2, -1.0, -13.1
> CC1(C)NC(=O)N(CC(=O)Nc2cc(F)ccc2F)C1=O
    0.0, -5.0, 2.9, 1.1
> COc1cc(CN2CCc3nnc(C(CC(C)C)NC(C)=O)n3CC2)cc(OC)c1 (stereo not drawn)
    -0.2, 3.6, 2.4, 1.3
> CC1CCCN(CCOc2ccccc2OC(C)C)C1 (stereo not drawn)
    -0.1, 31.3, 4.0, 2.7
> COc1cc(C=O)ccc1OCc1ccc(Cl)nc1
    0.3, 0.7, -2.3, -48.7
> COC(=O)c1cccc2c1NC(c1cccnc1)C1CC=CC21 (stereo not drawn)
    -0.4, -1.9, 2.2, 1.3
> COc1ccccc1N(CC(=O)Nc1ccc(Cl)cc1C)S(C)(=O)=O
    0.5, 6.5, -0.2, -21.2
> Cc1cc(C)c(NC(=O)C2(C)CC3c4ccccc4C2c2ccccc23)c(C)c1 (stereo not drawn)
    0.1, 9.1, 0.8, -0.2
> COc1ccc(O)c(C(=O)c2cnn(C(=O)CN3CCCC3=O)c2)c1
    -0.1, -4.1, 3.5, 2.2
> CN1C(=O)C2Cc3c([nH]c4ccccc34)C(c3cccnc3)N2C1=S (stereo not drawn)
    0.0, -6.3, 0.9, 2.4
> O=C(CN(CC1CCCO1)C(=O)CCC(=O)Nc1ccccn1)NCC1CCCO1 (stereo not drawn)
    -0.1, -7.0, 5.0*, 1.6
> CC1CCCN(C(C(=O)Nc2ccc3c(c2)OCO3)c2ccccc2)C1 (stereo not drawn)
    -0.1, 2.2, 0.7, -22.4
> CSCCC1NC(=O)N(CC(=O)Nc2ccc3c(c2)OCCO3)C1=O (stereo not drawn)
    -0.1, 1.8, -0.2, 0.6
> CCn1c(=O)n(CC)c2cc(NC(=O)c3ccccc3Cl)c(Br)cc21
    -0.1, -4.1, -0.4, 3.0
> O=C(N/N=C/C=C\c1ccccc1)c1cnccn1
    -0.2, -6.2, 1.8, -7.3
> CCN1CCN(C(c2cc(OC)ccc2OC)c2nnnn2CCOC)CC1 (stereo not drawn)
    -0.1, -13.8, 2.1, 0.6
> O=C(COc1cccc(NC(=O)c2cccc([N+](=O)[O-])c2)c1)c1ccc(F)cc1
    0.4, 11.6, 0.2, 23.9
> O=C(NC(CO)Cc1ccc([N+](=O)[O-])cc1)C(Cl)Cl (stereo not drawn)
    -0.1, -0.1, -1.3, 10.3
> O=C(NCC1CCCN(Cc2ccc(OCc3ccccc3)cc2)C1)c1cccnc1 (stereo not drawn)
    0.0, 50.6*, -0.6, 9.5
> CN1CCN(NC(=O)Nc2cccc(Cl)c2Cl)CC1
    -0.1, 13.0, 2.8, 2.8
> COc1ccc(S(=O)(=O)N2CCOC2CNC(=O)C(=O)NCCN(C)C)cc1OC (stereo not drawn)
    0.3, 1.9, 0.2, 10.2
> Cc1cc(C)nc(-n2nc(C)c3c(C(F)(F)F)cc(-c4cccnc4)nc32)n1
    0.3, 0.3, -0.2, -6.2
> O=C(Nc1ccccc1[N+](=O)[O-])c1ccc2ccccc2c1
    -0.7, 22.3, -3.4, -6.7
> CCN(CC)C(=O)CN(c1cccc(C(F)(F)F)c1)S(=O)(=O)c1ccccc1
    -0.2, 5.5, -0.9, -4.1
> Cc1ccccc1-c1nnc(SCC(=O)N2CCN(c3ccccc3)CC2)o1
    0.1, 4.9, 6.5*, 11.7
> COc1ccccc1NC(=O)C1=C(C)NC(=S)NC1c1ccc(N(C)C)cc1 (stereo not drawn)
    0.0, 7.6, -0.6, 6.0
> Cc1cccc(C)c1-n1c(=S)[nH]c2c(sc(=S)n2CCc2ccccc2)c1=O
    0.1, 16.9, -0.1, 1.9
> Cc1cc(C(F)(F)F)nn1CC(=O)Nc1ccc(I)c(Cl)c1
    0.1, 6.9, 0.9, 5.3
> Cc1ccc(NC(=O)c2ccco2)c([N+](=O)[O-])c1
    -0.1, 14.4, -2.3, -76.1
> COc1ccc(Cl)cc1C(=O)Nc1sc2c(c1C(N)=O)CCC2
    0.2, -12.7, 1.6, -8.8
> Cc1ccccc1N1CCN(CC(=O)Nc2ccc(F)cc2)CC1
    0.0, -11.0, 1.6, -3.1
> COc1ccc(C(=O)Nc2ccccc2C(=O)N2CCN(CCO)CC2)cc1
    0.0, -1.1, -0.8, 6.1
> CCn1c(=C2C(=O)NC(=O)NC2=O)c2cccc3cccc1c32
    -0.8, 61.1*, -1.5, 14.8
> Cc1cc2cc(CNC(=O)C(C)Oc3ccccc3)ccc2[nH]1 (stereo not drawn)
    -0.2, 4.5, -0.3, 1.4
> CCc1nnc(NC(=O)CSc2nc(-c3cccs3)cc(-c3ccc(F)cc3)c2C#N)s1
    0.1, 5.3, -1.4, 6.6
> Cc1nc2c(c(=O)[nH]1)CN(C(=O)C(C)c1ccccc1)CC2 (stereo not drawn)
    0.0, -13.7, 2.1, -4.8
> CCOC(=O)c1sc2nc(SCC(=O)c3ccccc3)n(Cc3cccs3)c(=O)c2c1C
    0.0, -14.6, 0.0, -1.4
> COc1ccccc1C(=O)Nc1cccc(N2CCC(NCc3ccc(C)o3)CC2)c1
    -0.1, 12.2, -0.4, 0.1

# Single records (already shown):
# COc1ccc(Cl)cc1C(=O)Nc1sc2c(c1C(N)=O)CCC2 is listed as FBW7 act = 0.2; MITF primary = -12.7; GPR151 ag = 1.6; TEAD-YAP inh = -8.8
# COc1ccc(C(=O)Nc2ccccc2C(=O)N2CCN(CCO)CC2)cc1 is listed as FBW7 act = 0.0; MITF primary = -1.1; GPR151 ag = -0.8; TEAD-YAP inh = 6.1
# CCn1c(=C2C(=O)NC(=O)NC2=O)c2cccc3cccc1c32 is listed as FBW7 act = -0.8; MITF primary = 61.1*; GPR151 ag = -1.5; TEAD-YAP inh = 14.8

# Later entries
# Each structure is followed by: FBW7 act, MITF primary, GPR151 ag, TEAD-YAP inh
> CC(=O)NCCC(=O)Nc1ccc(C(F)(F)F)cc1
    0.1, 9.8, -0.1, 0.5
> Cc1nc2sc(C(c3ccc(F)cc3)N3CCC(C(N)=O)CC3)c(O)n2n1 (stereo not drawn)
    -0.2, -2.9, -0.4, -3.1
> CCOC(=O)c1c(NC(=O)C(F)(F)F)sc(NC(=O)C(F)(F)F)c1C(=O)OCC
    0.1, 3.9, 1.1, 8.8
> Cc1nnc(N/N=C/c2cn(Cc3c(F)cccc3Cl)c3ccccc23)n1N
    0.2, 6.0, -1.7, 11.7
> COc1ccc(-c2ccc(OCCCN(C)C)nc2)cc1
    -0.1, 7.0, -1.1, -7.8
> CNC(=O)c1c(NC(=O)c2cc3ccccc3cc2OC)sc2c1CCCC2
    0.0, -15.7, 0.1, 2.7
> O=C(COc1ccc(C2CCCCC2)cc1)NNC(=S)Nc1ccccc1
    0.0, 4.0, -0.9, 4.5
> CCN(c1ccc(F)cc1)S(=O)(=O)c1ccc2[nH]cc(C(=O)N3CCc4ccccc4C3)c(=O)c2c1
    0.0, 4.0, 1.8, 6.3
> COc1ccc(C(=O)OCCN2CCN(C3=NS(=O)(=O)c4ccccc43)CC2)cc1OC
    0.1, -9.6, 1.2, 1.6
> CC(C)N1CCNC(=O)C1CC(=O)N1CCN(c2ccccc2)C(=O)C1 (stereo not drawn)
    0.1, 16.4, -1.0, 4.5
> CN(CC(=O)Nc1ccc(Cl)c(C(F)(F)F)c1)S(=O)(=O)c1cnc[nH]1
    -0.1, -1.6, 2.5, -4.5
> COc1ccc(O)c(C2=Nc3ccccc3N=C(c3ccccc3)C2)c1
    2.1*, 9.7, 1.7, -46.1
> COC(=O)NC(c1ccc(Br)cc1)C(Cl)(Cl)Cl (stereo not drawn)
    0.1, 5.1, -0.2, 7.6
> CCN(CC)CCCNc1cc(C(F)(F)F)c(C#N)c2nc3ccccc3n12
    0.7, -7.4, -1.4, -9.3
> CCOC(=O)CSc1nc2ccsc2c(=O)n1C1CCN(C(=O)OCC)CC1
    0.0, -1.7, -0.8, -1.7
> C[N+](C)(C)NC(=O)NCCCCCCCCCNC(=O)N[N+](C)(C)C
    0.1, -1.0, -0.4, 3.9
> CCOC(=O)c1ccccc1NC(=O)CSc1nnc2[nH]c(=O)ccn12
    -0.1, -0.1, -1.2, 0.8
> CCCCCCn1c(=O)c(-c2nc3ccccc3c(=O)[nH]2)c(O)c2ccccc21
    0.6, -1.5, -1.7, 3.5
> O=C(c1ccncc1)N1CCC(Oc2ccc(Cl)cn2)CC1
    0.8, 13.1, -0.2, 7.7
> CN(C)C(CNC(=S)NCc1ccccc1)c1ccco1 (stereo not drawn)
    0.0, 5.3, -1.4, -3.7
> Fc1cccc(-c2nc(-c3ccccc3)c(-c3cccs3)[nH]2)c1
    0.0, 4.6, 0.8, 7.2
> CC(C)Cn1c(=O)c2sccc2n2c(CCCC(=O)Nc3ccc(F)cc3)nnc12
    -0.1, 1.6, 0.7, 10.2
> CC(C)(C)NS(=O)(=O)c1ccc(NC(=S)Nc2ccccc2)cc1
    0.2, 14.5, -1.0, 7.8
> COCC(=O)N1CCN(Cc2nc3ccccc3[nH]2)CC1
    -0.5, 57.7*, 2.0, -5.3
> CCc1ccc(NC(=O)CN(c2cc(Cl)ccc2C)S(C)(=O)=O)cc1
    0.0, 13.5, 1.2, 7.5
> O=S(=O)(c1ccc(-c2ccc(S(=O)(=O)N3CCOCC3)cc2)cc1)N1CCOCC1
    -0.1, -5.0, 0.5, -1.4
> Oc1ccccc1-c1cc(C(F)F)no1
    0.0, 14.6, -0.3, 10.3
> CCn1c(N/N=C/c2ccc(Cl)cc2)nc2c1c(=O)[nH]c(=O)n2C
    0.1, 10.9, 1.4, -0.7
> COc1cccc(-c2ccc(SCC(=O)Nc3cc(C)on3)nn2)c1
    -0.4, -4.2, -12.0, -34.5
> O=C(CSCc1ccc(Cl)cc1)NCc1ccccn1
    -0.1, 8.1, -0.4, -10.3
> NS(=O)(=O)c1ccc(NCCCSc2ccccc2)c([N+](=O)[O-])c1
    0.1, 13.1, 1.7, -10.0
> O=S(=O)(c1ccc(-c2ccon2)s1)N(Cc1ccccn1)Cc1ccccn1
    -0.1, 9.2, -0.7, 5.5
> CCn1cc(CNC(=O)c2ccc([N+](=O)[O-])cc2)c(C)n1
    -0.1, 0.7, 0.7, -2.9
> CC(C)(C)OC(=O)NC(Cc1ccccc1)C(=O)N1CCCC1C(=O)O (stereo not drawn)
    0.1, 13.1, -2.2, -3.0
> COc1ccc(CCNC(=O)CCn2c(=S)[nH]c3cc4c(cc3c2=O)OCO4)cc1OC
    0.7, 13.9, -1.2, 3.2
> Fc1ccccc1OCCCn1cnc2ccccc21
    0.1, 5.4, -0.4, -18.0
> COCCn1nnnc1C(c1ccccc1OC)N1CCN(c2cccc(Cl)c2)CC1 (stereo not drawn)
    -0.2, -4.8, 0.6, 4.7
> O=C(CSc1nc2cc(C(=O)NCCCN3CCOCC3)ccc2c(=O)n1CC1CCCO1)c1ccc(F)cc1 (stereo not drawn)
    0.0, -4.3, -0.3, -1.1
> CC(=O)c1c(C)[nH]c(C(=O)OC2CCCCC2=O)c1C (stereo not drawn)
    0.5, -6.1, 0.5, -8.8
> O=C(CC1c2ccccc2Oc2ccccc21)N1CCC(c2ccncc2)CC1
    0.0, 18.4, -0.6, -9.4
> CCCC/C=C/c1cnn2c(NCCCN3CCOCC3)ccnc12
    -0.3, -32.7, -0.1, -0.5
> COc1cccc(CN2CCN(Cc3cccc(-n4cccn4)c3)CC2CCO)c1 (stereo not drawn)
    -0.1, -12.7, -0.3, 2.2
> O=C(COc1ccc(Cl)cc1Cl)Oc1coc(CSc2ncccn2)cc1=O
    0.1, 30.5, 0.9, -3.7
> Cc1ccc(C(=O)COC(=O)CCC(=O)Nc2ccc(Oc3ccccc3)cc2)cc1
    0.0, 0.8, 0.5, 9.0
> O=C(c1ccccc1)N1CCN(c2ccc([N+](=O)[O-])cc2)CC1
    0.0, -2.5, 0.6, 17.3
> CS(=O)(=O)N(CC(=O)N1CCN(c2ccc(F)cc2)CC1)c1cccc(Cl)c1
    -0.2, -3.6, 4.8, 1.0
> COc1ccccc1NC(=O)C1=C(C)NC(SCC(=O)Nc2ccc(C)c(Cl)c2)=C(C#N)C1c1ccccc1 (stereo not drawn)
    0.0, -14.4, 1.5, 10.8
> CNCCCCOc1ccccc1Cc1ccccc1
    0.3&0.3, -1.8&18.8, 0.0&0.4, 6.8
> Cc1ccc(Cc2c(C)nc3c(C(=O)N4CCN(c5cccc(C)c5)C(C)C4)cnn3c2C)cc1 (stereo not drawn)
    0.0, 10.2, 1.5, 6.4
> O=C1NC2(CCCCCC2)C(=O)N1Cc1ccccc1F
    0.0, 5.9, 1.7, -0.1

# Additional entries follow:
# Each structure is followed by: FBW7 act, MITF primary, GPR151 ag, TEAD-YAP inh
> O=C(CSc1n[nH]c(=O)[nH]c1=O)Nc1cccc(C(F)(F)F)c1
    0.0, 0.0, 1.2, 28.5
> CC(NC(=O)c1nn(C)c(=O)c2ccccc12)c1ccccc1 (stereo not drawn)
    -0.1, 0.0, -0.9, 1.6
> CNc1cc(N2CCN(C(=O)c3ccc(C)c(Cl)c3)CC2)ccc1[N+](=O)[O-]
    -0.1, -27.2, -0.5, 3.6
> Fc1ccc(NC(=S)N2CCOCC2)cc1Cl
    0.1, 4.1, 1.9, 0.8
